TRPC4 PAM: TRPC4 (mouse) allosteric potentiation. B-score at 10 µM. Q9QUQ5. AID 2227. HEK293 TRPC4beta/mu-opioid, DAMGO EC20, Fluo-4 Ca2+ flux; hits give high values. 310,000 tested, 0.42% active;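 active = B-score of calcium response area above 5 SD of library B-scores, with initial fluorescence ratio within 5 SD of library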;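 also: B-score of integrated fluorescence ratio over time as area under calcium response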
TRPC6 act: mouse TRPC6 channel activation; Q61143; HEK293-TRPC6 membrane potential dye fluorescence; hits give high values; B-score at 10 µM; 310,000 tested, 0.13% active;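 active = B-score of the integrated fluorescence ratio above library mean plus 3 SD, and starting fluorescence ratio within library mean plus 5 SD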;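 also: higher score means more depolarization so channel activation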
Target sequence (Q61143 whole entry, looked up): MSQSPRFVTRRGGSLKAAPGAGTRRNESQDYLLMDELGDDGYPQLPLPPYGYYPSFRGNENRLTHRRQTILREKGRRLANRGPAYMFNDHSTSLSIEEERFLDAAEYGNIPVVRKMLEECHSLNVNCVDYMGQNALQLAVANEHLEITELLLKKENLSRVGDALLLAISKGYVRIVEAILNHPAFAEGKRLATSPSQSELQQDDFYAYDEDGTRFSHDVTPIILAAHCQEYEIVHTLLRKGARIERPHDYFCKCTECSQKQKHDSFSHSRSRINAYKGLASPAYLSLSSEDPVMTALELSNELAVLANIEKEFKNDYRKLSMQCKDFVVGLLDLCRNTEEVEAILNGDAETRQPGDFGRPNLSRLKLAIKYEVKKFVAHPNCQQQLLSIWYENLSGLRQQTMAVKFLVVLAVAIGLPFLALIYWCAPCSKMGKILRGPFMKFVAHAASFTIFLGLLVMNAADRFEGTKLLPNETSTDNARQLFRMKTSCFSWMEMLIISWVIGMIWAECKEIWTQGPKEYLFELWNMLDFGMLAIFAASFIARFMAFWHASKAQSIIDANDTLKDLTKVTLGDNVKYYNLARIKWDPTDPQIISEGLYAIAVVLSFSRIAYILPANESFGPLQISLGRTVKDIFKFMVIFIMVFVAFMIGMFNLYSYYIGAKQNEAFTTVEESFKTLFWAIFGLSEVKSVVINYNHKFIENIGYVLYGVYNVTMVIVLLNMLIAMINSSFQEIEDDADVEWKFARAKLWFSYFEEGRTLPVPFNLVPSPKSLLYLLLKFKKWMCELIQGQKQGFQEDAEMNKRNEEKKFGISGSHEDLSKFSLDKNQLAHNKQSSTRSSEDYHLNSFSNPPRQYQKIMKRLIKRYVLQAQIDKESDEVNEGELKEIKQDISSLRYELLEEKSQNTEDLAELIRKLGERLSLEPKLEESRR
TRPC6 inh: mouse TRPC6 channel inhibition. 310,000 tested, 1.1% active. HEK293-TRPC6, membrane potential dye, ACh-evoked depolarization; hits give low values. B-score at 10 µM;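 active = B-score under library mean minus 3 SD, initial fluorescence not abnormally high, positive integrated signal ratio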;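 also: B-score derived from integrated fluorescence ratio over the kinetic read; more negative B-score means stronger inhibition of depolarization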
TRPC4 agonist: activators of mouse TRPC4 channel; HEK293 TRPC4beta/mu-opioid, Fluo4 calcium fluorescence; hits give high values; B-score at 10 µM; 310,000 tested, 0.49% active; AID 2237;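 active = B-score above 5 SD of library B-scores, and initial fluorescence ratio not above library mean plus 5 SD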;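 also: positive B-score marks a calcium rise read as TRPC4 activation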
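System: HEK293 cells stably co-expressing mouse TRPC4beta and mu-opioid receptor; Schedule: Fluo4 dye loading 45 min at room temperature, 110 s recording; Detection: Fluo4 fluorescence, kinetic; Evaluation: B-scored integrated calcium fluorescence ratio; Controls: buffer (low) and maximal DAMGO (high).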
MrgX1 antag: blocks BAM8-22 activation of human MrgX1 receptor | AID 588676 | MRGX1-HEK293 calcium flux, Fluo-4, BAM8-22 antagonism; hits give low values | B-score at 10 µM | 310,000 tested, 1.3% active | Q96LB2;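 active = calcium-response B-score plate-corrected more than 3 library SD below zero, starting fluorescence within 5 deviations, no agonist response on first addition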;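 also: peak minus trough fluorescence over baseline after final BAM8-22 challenge near maximal dose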
TMEM16A inh: blocks the mouse calcium-activated chloride channel TMEM16A. Q8BHY3. HEK293 TMEM16A/YFP iodide influx fluorescence, ionomycin. normalized B-score (activity score, 25-100; higher = stronger inhibition) at 10 µM. 310,000 tested, 1.2% active;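 active = ratio plate-corrected score three or more library SD toward inhibition, starting fluorescence score within five deviations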;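 also: score derived from kinetic fluorescence span divided by baseline fluorescence per well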
TRPC4 inh: blocks the mouse TRPC4 cation channel | HEK293 TRPC4beta/mu-opioid, DAMGO-evoked Fluo4 calcium flux; hits give low values | Q9QUQ5 | 300,000 tested, 0.39% active | B-score at 10 µM;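 active = B-score over 3 SD under the library average, no early fluorescence shift, positive overall ratio signal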
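Signal: kinetic Fluo4 fluorescence imaging of calcium influx. Material: stable TRPC4beta/mu-opioid receptor HEK293 cells. Probe or stimulus: DAMGO in two steps, submaximal then maximal.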
MrgX1 ag: human MrgX1 receptor agonism, primary screen. Q96LB2. AID 588627. 310,000 tested, 0.44% active. MrgX1-HEK293 cells, Fluo-4 calcium fluorescence, agonist mode; hits give high values. B-score at 10 µM;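 active = calcium response B-score plate-corrected fluorescence ratio at least 3 library SD, with starting fluorescence B-score inside 5 SD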
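System: HEK293 cells stably expressing human MrgX1 receptor; Dosing: test compound in the initial addition of three; Schedule: overnight plating, then 30 min 37 °C plus 30 min room-temperature dye loading; Detection: kinetic calcium dye fluorescence, Fluo-4 NW; Controls: per-plate positive and negative controls for Z′ factor.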
TMEM16A act: mouse TMEM16A channel activation, primary screen; Q8BHY3; HEK293 TMEM16A/YFP-H148Q/I152L, iodide quench fluorescence; hits give low values; B-score at 10 µM; 340,000 tested, 0.3% active;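 active = fluorescence-ratio B-score plate-corrected deviation score at least 3 library SD below zero, with starting fluorescence score within 5 deviations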;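 also: channel opened by trigger with iodide after compound preincubation; score built on the fluorescence ratio of max minus min over baseline; more negative score means more quench and so TMEM16A activation or potentiation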
RGS4 block: inhibitors of human RGS4; HEK293 M3R/RGS4 inducible, Fluo-4 calcium flux; hits give high values; triggered by carbachol at its EC20; B-score at 10 µM; 310,000 tested, 0.45% active;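 active = B-score, a plate-corrected calcium signal, over three deviations above library mean, with baseline fluorescence within five deviations of library mean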;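 also: RGS4 expression induced by doxycycline in cells with stable M3 receptor; B-score is computed from the integrated fluorescence ratio over baseline after carbachol; higher B-score means a larger calcium signal and so more RGS4 inhibition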
MrgX1 PAM: human MrgX1 positive allosteric modulation, primary screen; Q96LB2; AID 588675; MrgX1-HEK293, Fluo-4 calcium flux, FDSS; hits give high values; B-score at 10 µM; 310,000 tested, 0.63% active;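 active = plate-corrected calcium response at least 3 library SD above typical, normal starting fluorescence, not activating the receptor alone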;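 also: compound read alongside a low EC10 to EC30 dose of BAM8-22 agonist; peak minus trough fluorescence over baseline measured at the second addition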
The depositor's hits bear a star; i = inactive; . = not tested or not shown.

SMILES | TRPC4 PAM | TRPC6 act | TRPC6 inh | TRPC4 agonist | MrgX1 antag | TMEM16A inh | TRPC4 inh | MrgX1 ag | TMEM16A act | RGS4 block | MrgX1 PAM
Cc1ccccc1NC(=O)C(=O)NNC(=O)COc1ccc2ccccc2c1 | i | i | i | i | i | i | i | i | i | i | i
CC(=O)Nc1ccc(CN2CCCN(C)CC2)cc1 | i | i | i | i | i | i | i | i | i | i | i
CCOC(=O)[C@H](CCc1ccccc1)N[C@@H](C)C(=O)N1[C@H](C(=O)O)C[C@@H]2CCC[C@@H]21 | i | i | i | i | i | i | i | i | i | i | i
CC(C)(C)NC(=O)NC(=O)COC(=O)c1ccc2c(c1)S(=O)(=O)N=C1CCCCCN12 | i | i | i | i | i | i | i | i | i | i | i
NC(=O)Cc1ccc(Nc2nnc(-c3ccc(O)cc3)c3ccccc23)cc1 | i | i | i | i | i | i | i | i | i | i | i
COC(=O)C(C)n1cnc2c(nnn2-c2cccc(OC)c2)c1=O (configuration not stated) | i | i | i | i | i | i | i | i | i | i | i
CC(=O)c1ccc(NC(=O)C(=O)c2cn(CC(=O)N3CCCCC3)c3ccccc23)cc1 | i | i | i | i | i | i | i | i | i | i | i
C=C(C)Cn1c(N2CCCC2)nc2c1c(=O)n(C)c(=O)n2C | i | i | i | i | i | i | i | i | i | i | i
COc1ccc2c(c1OC)CN(C)CCc1cc3c(cc1C(=O)C2)OCO3 | i | i | i | i | i | i | i | i | i | i | i
Cc1ccc(NC(=O)CSc2nnc(NC(=O)C3CC3)s2)cc1 | i | i | i | i | i | i | i | i | i | i | i
CCC(C)NC(=O)c1cc2cc3ccc(OC)cc3nc2s1 (configuration not stated) | i | i | i | i | i | i | i | i | i | i | i
Brc1ccccc1CN1CCC(N2CCCCC2)CC1 | i | i | i | i | i | i | i | i | i | i | i
COc1ccc(CCN2CC(C(=O)NCc3nc4ccccc4n3C)CCC2=O)cc1 (configuration not stated) | i | i | i | i | i | i | i | i | i | i | i
CCC(CNC(=O)c1c(C)nn(-c2ccccc2)c1Cl)c1ccccc1 (configuration not stated) | i | i | i | i | i | i | i | i | i | i | i
Cc1cc(C)nc(N(C#N)Cc2ccccc2C)n1 | i | i | i | i | i | i | i | i | i | i | i
Cc1cc(NC(=O)c2ccc(-c3ccc(F)c(Cl)c3)o2)no1 | i | i | i | i | i | i | i | i | i | i | i
Cc1cc(NC(=O)CSc2cn(C)c3ccccc23)no1 | i | i | i | i | i | i | i | i | i | i | i
CCOC(=O)CN1C(=O)CSc2ccc(S(=O)(=O)N3CCOCC3)cc21 | i | i | i | i | i | i | i | i | i | i | i
CC(=O)Nc1ccc(N=C(C2=C(O)c3ccccc3C2=O)c2ccccc2)cc1 | i | i | i | i | i | i | i | i | i | i | i
Cc1ccc(C(=O)Cc2nc3ccccc3[nH]2)cc1 | i | i | i | i | i | i | i | i | i | i | i
O=C(CCS(=O)(=O)c1ccccc1)N1CCN(c2ccccc2F)CC1 | i | i | i | i | i | i | i | i | i | i | i
Cc1cccc(C)c1OCC(=O)N1CC2(C)CC1CC(C)(C)C2 (configuration not stated) | i | i | i | i | i | i | i | i | i | i | i
CCOc1ccc(N2C(=O)CC(Cc3ccc(Br)cc3)C2=O)cc1 (configuration not stated) | i | i | i | i | i | i | i | i | i | i | i
O=C(CSc1n[nH]c(-c2ccccc2Cl)n1)NCc1cccc(C(=O)O)c1 | i | i | i | i | i | i | i | i | i | i | i
CC(C)(C)N(NC(=O)OCc1ccccc1)C(=O)c1ccccc1 | i | i | i | i | i | i | i | i | i | i | i
Cc1ccc(N(CCC#N)C(=O)COC(=O)c2cc(C)no2)cc1 | i | i | i | i | i | i | i | i | i | i | i
Cc1cccc(N2CCN(C(=O)CCC(=O)N3CC(C)Oc4ccc(C)cc43)CC2C)c1 (configuration not stated) | i | i | i | i | i | i | i | i | i | i | i
Cc1ccc(Cc2cnc(NC(=O)C3=NCCN3)s2)cc1 | i | i | i | i | i | i | i | i | . | i | i
Cc1cc(=O)[nH]c(SCC(=O)NCCC2=CCCCC2)n1 | i | i | i | i | i | i | i | i | i | i | i
Cc1cc(S(=O)(=O)n2cnc3cc([N+](=O)[O-])ccc32)ccc1Cl | i | i | i | i | i | i | i | i | i | i | i
CNC(=S)NNC(=O)c1ccc2c(c1)OCO2 | i | i | i | i | i | i | i | i | i | i | i
Cc1ccc(NC(=O)CSCC(=O)OCc2cc(=O)oc3cc(O)ccc23)c(C)c1 | i | i | i | i | i | i | i | i | i | i | i
Cc1cc2c(cc1S(=O)(=O)N1CCN(c3ccccc3)CC1)OCCN2C | i | i | i | i | i | i | i | i | i | i | i
COCCN(C)Cc1nc(C(c2ccccc2)c2ccccc2)no1 | i | i | i | i | i | i | i | i | i | i | i
O=C1Nc2ccc(S(=O)(=O)N3CCCCCC3)c3cccc1c23 | i | i | i | i | i | i | i | i | i | i | i
NC(=O)c1ccc(NC(=O)c2ccccc2S(=O)(=O)c2ccccc2[N+](=O)[O-])cc1 | i | i | i | i | i | i | i | i | i | i | i
O=C(c1ccccc1)c1cccs1 | i | i | i | i | i | i | i | i | i | i | i
CCOC(=O)c1c(/N=C/N(C)C)sc2c1CCC2 | i | i | i | i | i | i | i | i | i | i | i
CC(C)c1nnc(N2C(=O)c3oc4ccccc4c(=O)c3C2c2ccco2)s1 (configuration not stated) | i | i | i | i | i | i | i | i | i | i | i
Oc1c(Br)cc(C2N=C(c3ccccc3)NO2)cc1Br (configuration not stated) | i | i | i | i | i | i | i | i | i | i | i

Only TMEM16A act, for some of the entries so far:
SMILES	TMEM16A act
NC(=O)Cc1ccc(Nc2nnc(-c3ccc(O)cc3)c3ccccc23)cc1	i
CNC(=S)NNC(=O)c1ccc2c(c1)OCO2	i

Continuation:
SMILES | TRPC4 PAM | TRPC6 act | TRPC6 inh | TRPC4 agonist | MrgX1 antag | TMEM16A inh | TRPC4 inh | MrgX1 ag | TMEM16A act | RGS4 block | MrgX1 PAM
COc1ccc(Nc2nc(N)nc(SCc3nnc(C)s3)n2)cc1 | i | i | i | i | i | i | i | i | i | i | i
COc1ccc(-n2ccsc2=S)cc1 | i | i | i | i | i | i | i | i | i | i | i
Cn1c(SCc2cc([N+](=O)[O-])cc3c2OCOC3)nnc1-c1ccccn1 | i | i | i | i | i | i | i | i | i | i | i
COc1ccc(N/C(=N/c2nc(C)cc(C)n2)NC(=O)Nc2ccc(Cl)c(Cl)c2)c(OC)c1 | i | i | i | i | i | i | i | i | i | i | i
COc1cc([N+](=O)[O-])ccc1NC(=O)CN1CCN(C(=O)c2ccco2)CC1 | i | i | i | i | -4.7* | i | i | i | i | i | i
CCN(CC)c1ccc(NC(=O)c2cccnc2)cc1 | i | i | i | i | i | i | i | i | i | i | i
O=C(CNC1CCCC1)Nc1ccc(N2CCCCCC2)cc1 | i | i | -5.3* | i | i | i | i | i | i | i | i
CCOc1ccc(-c2c(=O)n(OCc3ccc([N+](=O)[O-])cc3)c3ccccc3[n+]2[O-])c(OCC)c1 | i | i | i | i | i | i | i | i | i | i | i
CCN(CC)CCNC(=O)c1ccc(NC(=O)c2cccc(S(=O)(=O)Nc3ccc(C)cc3)c2)cc1 | i | i | -9.7* | i | i | i | i | i | i | i | i
COc1ccc(C(=O)CC(c2ccccc2)C2CCCCC2=O)cc1 (configuration not stated) | i | i | i | i | i | i | i | i | i | i | i
O=C(c1ccc(Cl)cc1)[C@@H]1[C@@H]2C(=O)N(c3ccccc3)C(=O)[C@@H]2C2c3ccccc3C=NN21 (some centres not stated) | i | i | i | i | i | i | i | i | i | i | i
COc1cccc(N(C(=O)c2snc(C(N)=O)c2N)C(C(=O)NCC2CCCO2)c2ccc(C)o2)c1 (configuration not stated) | i | i | i | i | i | i | i | i | i | i | i
COc1ccc(S(=O)(=O)N2CCN(C(=O)c3sccc3-c3ccccc3)CC2)cc1 | i | i | i | i | i | i | i | i | i | i | i
CCC(=O)N(Cc1c(C)nn(-c2ccccc2)c1Cl)c1ccc(Cl)cc1 | i | i | i | i | i | i | i | i | i | i | i
O=C(NCc1ccc(Cl)cc1)C(=O)NCC1CCCN1S(=O)(=O)c1cccs1 (configuration not stated) | i | i | i | i | i | i | i | i | i | i | i
CCc1ccccc1NC(=O)NC1CC2CCC(C1)N2Cc1cccs1 (configuration not stated) | i | i | i | i | i | i | i | i | i | i | i
CC1(c2ccccc2)CC(C)(C)N2C(=O)C3(C(C#N)=C(N)Oc4cc(O)ccc43)c3cccc1c32 (configuration not stated) | i | i | i | i | i | i | i | i | i | i | i
CCN=c1sc(C(=O)Nc2ccccc2)c(C)n1CC | i | i | i | i | i | i | i | i | i | i | i
CCOC(=O)/C(=N/Nc1ccc(Cl)cc1)S(=O)(=O)c1ccc(Cl)cc1 | i | i | i | i | i | i | i | i | i | i | i
C[C@@H]1CC=C[C@H]2[C@H]1C(=O)N(Cc1ccccc1)[C@H]2c1ccc(F)c(-c2ccc(N(C)C)cc2)c1 | i | i | i | i | i | i | i | i | i | i | i
Cc1ccc(NC(=O)N/C=C/c2ccco2)cc1C | i | i | i | i | i | i | i | i | i | i | i
CCn1cc(C(=O)NCc2cccs2)c(=O)c2ccc(C)nc21 | i | i | i | i | i | i | i | i | i | i | i
Cc1ccc(S(=O)(=O)N(Cc2ccccc2)c2ccccc2C(=O)N2CCCCC2)cc1 | i | i | i | i | i | i | i | i | i | i | i
O=C(c1ccsc1)N1CCN(C(=O)c2cccs2)CC1 | i | i | i | i | i | i | i | i | i | i | i
CCN1CCN(CC(=O)Nc2sc3c(c2C#N)CCC3)CC1 | i | i | i | i | i | i | i | i | i | i | i
c1ccc(C(c2ccccc2)c2noc(CN3CCC(c4ccncc4)CC3)n2)cc1 | i | i | i | i | i | i | i | i | i | i | i
CN(C(=O)COc1ccc([N+](=O)[O-])cc1)C1CCS(=O)(=O)C1 (configuration not stated) | i | i | i | i | i | i | i | i | i | i | i
COc1ccc(N(CC(=O)NC(C)C)C(=O)CCC(=O)Nc2ccccn2)cc1 | i | i | i | i | i | i | i | i | i | i | i

Screening results from PubChem.
